Screens from PubChem BioAssay.
Bcl-xL primary = Bcl-xL (human) inhibition; Q07817; inhibition, % at 10.9 µM; GST-Bcl-xL / FITC-Bim BH3 peptide fluorescence polarization; 320,000 tested, 0.7% active;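 active = inhibition above the mean of all tested compounds plus 3 SD, cutoff set per campaign, cut at about 30% in these data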;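 also: 0% = DMSO wells and 100% = unlabeled Bim-BH3 peptide competitor; inhibitors lower millipolarization by displacing the labeled peptide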
PAD4 inh = PAD4 (human) enzyme inhibition; recombinant PAD4, RCA probe fluorescence polarization; 330,000 tested, 0.41% active; Q9UM07; AID 485272; inhibition, % at 6.36 µM;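 active = percent inhibition above a cutoff equal to the mean of all tested compounds plus 3 SD, cut at about 15% in these data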;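 also: 0% = PAD4 with RCA probe and DMSO and 100% = probe without PAD4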
TPT1 inhibitor = blocks Candida albicans tRNA 2'-phosphotransferase. 300,000 tested, 0.81% active. recombinant caTPT1, FP RNA substrate dephosphorylation. inhibition, % at 5 µM;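 active = inhibition above the mean of all tested compounds plus 3 SD, set per screening campaign, cut at about 24% in these data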;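 also: plate controls were DMSO alone for no effect and ferristatin control at 100 nM for full effect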
Fam108B counter = counter-screen for RBBP9 inhibitors: inhibitors of mouse Fam108B; recombinant Fam108B, FP-Rh probe fluorescence polarization; inhibition, % at 9.51 µM; 300,000 tested, 0.33% active;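 active = inhibition above the screen mean inhibition plus 3 SD, computed separately per campaign, cut at about 18% in these data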;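 also: inhibitors lower polarization as less probe binds the enzyme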
PME-1 inh = PME-1 (human) inhibition; inhibition, % at 5.9 µM; AID 2130; Q9Y570; recombinant PME-1, FP-Rh probe fluorescence polarization; 320,000 tested, 0.53% active;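 active = inhibition above the campaign mean of all compounds plus 3 SD, cut at about 26% in these data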;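 also: competitive labeling of PME-1 active site by serine hydrolase directed probe; 0% = PME-1 with DMSO and 100% = wells lacking PME-1 enzyme; inhibitors block probe labeling so polarization falls and inhibition rises; many of its hits are not listed in these tables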
GLD-1 TGE inh = GLD-1-TGE RNA interaction inhibition (C. elegans). purified GLD-1 + fluorescein TGE RNA, fluorescence polarization. 320,000 tested, 0.44% active. Q17339. inhibition, % at 5.96 µM;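 active = percent inhibition above a per-plate cutoff, the plate mean of test compounds plus 3 SD, cut at about 30% in these data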;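 also: 0% = DMSO wells with GLD-1 and probe and 100% = wells lacking GLD-1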
Target sequence (Q17339 whole entry, looked up): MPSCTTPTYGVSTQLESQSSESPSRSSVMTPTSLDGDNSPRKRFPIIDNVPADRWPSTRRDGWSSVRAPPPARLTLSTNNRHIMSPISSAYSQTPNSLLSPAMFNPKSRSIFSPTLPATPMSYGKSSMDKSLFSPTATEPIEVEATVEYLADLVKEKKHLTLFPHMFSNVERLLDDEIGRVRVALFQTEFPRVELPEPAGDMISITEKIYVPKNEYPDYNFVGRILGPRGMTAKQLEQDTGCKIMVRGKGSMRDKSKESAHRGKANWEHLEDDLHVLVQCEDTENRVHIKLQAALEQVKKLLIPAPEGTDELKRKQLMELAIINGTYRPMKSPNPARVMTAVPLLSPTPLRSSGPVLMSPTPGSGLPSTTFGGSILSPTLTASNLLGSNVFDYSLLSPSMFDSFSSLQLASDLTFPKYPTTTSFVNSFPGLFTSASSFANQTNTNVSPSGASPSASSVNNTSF
GSTO1 inh = GSTO1 inhibition, counter-screen for RBBP9 inhibitors; recombinant GSTO1, activity-based probe fluorescence polarization; inhibition, % at 5.96 µM; 300,000 tested, 1.1% active;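 active = inhibition above the campaign mean inhibition plus 3 SD, cut at about 35% in these data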;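 also: 0% = GSTO1-1 with DMSO and 100% = wells lacking GSTO1-1 enzyme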
MEX-5 binding = C. elegans MEX-5 TCR-2 RNA binding activity | Q9XUB2 | MEX-5/FITC-TCR2 RNA binding, fluorescence polarization; active compounds read low | activity score (negative = inhibition of binding), % at 10 µM | 300,000 tested, 0.38% active | AID 1832;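 active = inhibition past about -25% in most replicates, and total fluorescence under double the plate's negative control median, limit read from the data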;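 also: 0% = DMSO and -100% = 5 µM competing unlabeled TCR2 RNA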
Target sequence (Q9XUB2 whole entry, looked up): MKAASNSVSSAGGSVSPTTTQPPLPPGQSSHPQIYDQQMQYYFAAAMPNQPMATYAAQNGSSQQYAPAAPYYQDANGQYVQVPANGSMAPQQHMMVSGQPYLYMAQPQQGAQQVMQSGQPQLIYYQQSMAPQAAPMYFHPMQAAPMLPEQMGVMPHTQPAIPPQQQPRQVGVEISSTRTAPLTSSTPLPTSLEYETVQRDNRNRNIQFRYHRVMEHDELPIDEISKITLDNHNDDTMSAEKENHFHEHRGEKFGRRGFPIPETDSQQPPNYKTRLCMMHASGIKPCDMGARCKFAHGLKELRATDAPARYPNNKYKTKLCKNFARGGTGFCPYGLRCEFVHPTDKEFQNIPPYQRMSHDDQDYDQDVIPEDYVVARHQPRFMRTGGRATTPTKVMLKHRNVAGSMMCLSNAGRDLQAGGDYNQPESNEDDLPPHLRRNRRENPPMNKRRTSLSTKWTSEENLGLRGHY
MCL1 BIM primary = inhibitors of human MCL1 binding to BIM-BH3 peptide; Q07820; GST-MCL1 / FITC-Bim-BH3 fluorescence polarization; inhibition, % at 10.9 µM; 320,000 tested, 0.68% active; AID 2057;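 active = inhibition above the mean inhibition of all tested compounds plus 3 SD, set per campaign, cut at about 40% in these data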;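 also: 0% = DMSO wells and 100% = unlabeled Bim-BH3 peptide control; higher means more loss of mP so more displacement of Bim peptide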
Active calls of the source: *; / = no result given. Only part of the results is shown; the hit share may differ from the screen's.

SMILES	Bcl-xL primary	PAD4 inh	TPT1 inhibitor	Fam108B counter	PME-1 inh	GLD-1 TGE inh	GSTO1 inh	MEX-5 binding	MCL1 BIM primary
COc1ccc(S(=O)(=O)N2CCC3(CC2)OCCN3S(=O)(=O)c2cccs2)cc1OC	4	-2	-1	-4	1	5	0	3.6	4
COc1ccc(C(=O)Cn2c(=O)oc3ccc(C)cc32)cc1	0	-1	-1	-1	-5	-5	-4	4.0	4
CS(=O)(=O)c1ccc(N2CCN(c3ccccn3)CC2)c([N+](=O)[O-])c1	2	-3	0	1	1	-4	-3	0.5	-1
O=C(CSc1cn(Cc2cccc(F)c2)c2ccccc12)NCc1ccc(F)cc1	1	-2	1	1	1	0	0	-1.8	-2
COc1cc(/C=N/NC(=O)c2ccc(CSc3nc4ccccc4[nH]3)cc2)ccc1O	-6	-6	0	24*	-32	3	-49	0.3	-15
NC(=O)c1ccc(NC(=O)CCC(=O)N2CCN(S(=O)(=O)c3ccc(Cl)cc3)CC2)cc1	2	2	1	-2	7	-1	3	-1.0	6
Nc1ccccc1Sc1nc2ccccc2[nH]1	9	6	1	0	-3	4	12	-1.5	24
C/C(Cc1ccccc1)=N\NC(=O)CNC(=O)c1cccc(F)c1	6	-2	0	2	7	-2	1	1.7	4
CCOP(=O)(OCC)c1nc(-c2ccc(Cl)cc2Cl)oc1N1CCCCC1	5	7	2	3	-5	-1	4	-0.6	6
CCCCN1C(=O)C(C)=C(C)C1OCCc1ccc(OC)c(OC)c1 (stereo not drawn)	7	-3	0	0	2	5	1	1.4	4
Cc1ccc(C(=O)Nc2nc3ccc(S(C)(=O)=O)cc3s2)o1	1	3	-1	-1	-4	-4	-2	-4.3	0
Cc1csc(=O)n1CCC(=O)OCC(=O)Nc1ccc(F)c(F)c1F	1	1	0	0	-3	8	-1	-0.5	-7
O=Cc1ccccc1-n1cccn1	7	-9	-1	2	-6	-2	1	0.9	1
O=C(CCC(=O)c1cccs1)Nc1ccccc1F	4	3	2	3	-2	4	4	-2.1	5
Cc1occc1C(=O)NNC(=O)Nc1ccc(F)cc1F	2	5	-2	-4	2	-5	3	0.6	10
CN(C[C@H](Cc1ccccc1)N(C[C@H](Cc1ccccc1)N(CCC(C)(C)C)N=O)N=O)N=O	2	1	1	-4	2	8	5	1.6	-3
CN(Cc1ccccc1)C(=O)CN1C(=O)NC2(CCCC2)C1=O	0	-1	/	/	-6	2	/	/	-3
COc1ccc(N(CC(=O)NCc2ccc(F)cc2)S(=O)(=O)c2c(C)noc2C)cc1	5	1	-2	1	2	2	1	-3.5	6
Nc1ccncc1N	10	-2	-1	3	-8	5	6	-7.2	9
C=CCOc1cccc(C2/C(=C(/O)c3ccc(C)cc3)C(=O)C(=O)N2CCN2CCOCC2)c1 (stereo not drawn)	6	-5	-7	2	0	7	1	-0.2	7
CCC(=O)N1CCc2cc(S(=O)(=O)NCCN3CCCCC3CC)ccc21 (stereo not drawn)	4	0	-8	1	-6	4	-2	3.7	2
CC(=O)Nc1nc(-c2ccc3c(c2)CC(C)N3C(=O)C2CC2)c(C)s1 (stereo not drawn)	2	-2	-2	-3	-1	0	-1	-1.4	4
CN(Cc1ccccc1)c1ccc(S(=O)(=O)N2CCC(C(=O)O)CC2)cc1[N+](=O)[O-]	2	4	2	3	4	0	-2	-0.8	-4
O=S(=O)(O)c1nc2ccccc2n1Cc1ccccc1	6	-2	4	-2	-3	2	-1	-0.2	4

Single entries from above.
CN(Cc1ccccc1)C(=O)CN1C(=O)NC2(CCCC2)C1=O – MCL1 BIM primary: -3
C=CCOc1cccc(C2/C(=C(/O)c3ccc(C)cc3)C(=O)C(=O)N2CCN2CCOCC2)c1 (stereo not drawn) – MCL1 BIM primary: 7
O=Cc1ccccc1-n1cccn1 – GLD-1 TGE inh: -2
COc1ccc(N(CC(=O)NCc2ccc(F)cc2)S(=O)(=O)c2c(C)noc2C)cc1 – Bcl-xL primary: 5
CC(=O)Nc1nc(-c2ccc3c(c2)CC(C)N3C(=O)C2CC2)c(C)s1 (stereo not drawn) – GLD-1 TGE inh: 0

New compounds follow
SMILES	Bcl-xL primary	PAD4 inh	TPT1 inhibitor	Fam108B counter	PME-1 inh	GLD-1 TGE inh	GSTO1 inh	MEX-5 binding	MCL1 BIM primary
Cc1ccc(-c2ccnc(=S)[nH]2)cc1	10	11	-1	4	0	5	13	2.0	12
COCCOC(=O)c1c(C)n(C)c2ccc(OC(=O)c3c(OC)cccc3OC)cc12	-6	29*	-1	8	-8	3	-6	-3.6	9
Cc1ccc(-n2nc3c(=O)n(CC(=O)NCCc4cccs4)nc(C)c3c2C)cc1	8	3	1	1	-3	8	8	1.0	5
O=C(CN1C(=O)NC2(CCCCCCC2)C1=O)Nc1ccc(Br)cc1	5	-4	/	/	-2	0	/	/	1
Cc1cccc(OC(C)C(=O)N/N=C\c2ccncc2)c1 (stereo not drawn)	2	-10	0	-3	-3	-2	-2	0.4	1
CN(C)S(=O)(=O)c1cccc(C(=O)NCC2(N3CCOCC3)CCCCC2)c1	-4	-3	-1	-1	-6	3	3	1.0	-7
CCCCC(=O)Nc1ccc(C(=O)NNC(=O)c2ccc(C)c(Br)c2)cc1	0	1	-2	-15	-23	2	2	3.8	3
CCOc1ccc2nc(SCC(=O)NCc3ccc(S(N)(=O)=O)cc3)sc2c1	2	0	0	1	1	-3	2	-0.8	2
C=CCOC(=O)C1=C[C@@H](c2ccc3c(c2)OCO3)C[C@@H](OCc2ccc(CO)cc2)O1	4	-3	1	-5	-3	-2	15	0.4	-5
Cn1ncc2c(O/N=C(\N)c3ccc(C(C)(C)C)cc3)ncnc21	-13	3	-2	-4	-4	1	-3	-0.7	-16
COc1ccc(CNCCNC(=O)c2cccs2)cc1OC	-1	1	2	-2	5	7	3	-1.3	-3
Cc1cc(C(=O)COC(=O)C2=NNC(=O)CC2)c(C)n1CCc1ccccc1	11	2	-5	0	3	4	0	-12	15
COCCn1nnnc1CN1C2CCCC1CC(NC(C)=O)C2 (stereo not drawn)	6	-3	-2	3	-8	-3	8	0.9	5
CN1CCN(C(=O)N2c3ccccc3C=Cc3ccccc32)CC1	3	6	-5	-1	2	2	2	0.5	1
O=c1oc2ccccc2n1CSC1=NCCS1	2	17*	2	-2	-6	13	-27	-1.0	7
CCCOC(=O)C1=C(C)NC(=O)NC1c1ccc(Br)s1 (stereo not drawn)	0	-2	-1	-4	-2	12	-19	1.0	2
C=CCNc1nc(Cl)nc(Nc2ccccc2)n1	2	-2	-3	-1	3	-1	7	0.6	4
COc1ccc(N2CCN(C(c3ccccc3)c3sc4nc(C)nn4c3O)CC2)cc1 (stereo not drawn)	0	-2	1	5	3	-2	1	3.4	4
O=C(CSc1nnc(-c2ccccc2)n1Cc1ccco1)Nc1ccc2c(c1)OCCO2	-1	2	2	5	2	1	9	-1.9	0
CCn1c(N)c(C(=O)N2CCOCC2)sc1=S	3	-3	-4	2	6	3	1	-0.8	7
COC(=O)[C@H]1C[C@@H]1[C@H](NC(=O)c1ccccc1)c1ccccc1	-5	-4	2	3	2	1	-1	-3.7	1
Cc1cnc(C(=O)N2CCCC(C(=O)c3cccc(OC(C)C)c3)C2)cn1 (stereo not drawn)	2	-11	-7	-2	-11	5	-4	1.7	-3
CCn1cc(C(=O)O)c(=O)c2cnc(N3CCN(C(=S)Nc4ccc(F)cc4)CC3)nc21	-2	-6	0	-4	1	8	4	4.7	-7
Cc1cc(=O)oc2cc(OCCSCCN3CCOCC3)ccc12	3	4	0	6	-4	3	3	-2.9	-2

Brought forward from above: 2 entries; new compounds follow.
SMILES	Bcl-xL primary	PAD4 inh	TPT1 inhibitor	Fam108B counter	PME-1 inh	GLD-1 TGE inh	GSTO1 inh	MEX-5 binding	MCL1 BIM primary
CCn1cc(C(=O)O)c(=O)c2cnc(N3CCN(C(=S)Nc4ccc(F)cc4)CC3)nc21	-2	-6	0	-4	1	8	4	4.7	-7
Cc1cc(=O)oc2cc(OCCSCCN3CCOCC3)ccc12	3	4	0	6	-4	3	3	-2.9	-2
CCn1cc(C(=O)NN)c(=O)c2cc(F)c(N3CCN(C)CC3)cc21	5	-2	3	2	-1	-4	-20	1.3	18
Cc1c(CC(=O)NCC(=O)N[C@H](Cc2ccccc2)C(=O)O)c(=O)oc2cc(O)ccc12	6	3	-1	-2	-6	-3	-7	0.4	3
Cc1noc(C)c1CSCC(=O)Nc1cc(S(=O)(=O)N2CCCCC2)ccc1OC(C)C	0	7	1	-1	12	10	3	3.9	6
Cn1c(=NC(=O)C2CC2)sc2cccc(F)c21	1	-2	0	-3	-1	-2	5	-1.3	-1
O=C(Nc1cccc([N+](=O)[O-])c1)c1cc(S(=O)(=O)N2CCOCC2)cs1	1	0	-5	-6	5	1	1	-4.7	0
C[C@@H]1NS(=O)(=O)[C@H]2C[C@@H]3C=C[C@]2(O3)[C@H]1OC(=O)c1ccc(C(C)(C)C)cc1	1	1	/	/	-4	-2	/	/	3
Cc1cc(S(=O)(=O)N(Cc2ccc3c(c2)OCO3)CC2CCCO2)ccc1-n1cnnn1 (stereo not drawn)	7	-1	-2	2	5	9	-1	2.4	3
O=C(Nc1nccs1)c1sc2cc(Cl)ccc2c1Cl	-5	4	-5	-6	-18	1	9	-1.7	-6
COC(=O)c1cccc(NC(=O)Nc2ccc(Cl)c(Cl)c2)c1	-1	-10	-3	-88	-170	5	-66	0.1	0
CCc1cc2c(NCC3CCCO3)ncnc2s1 (stereo not drawn)	7	-2	-2	1	0	4	-4	0.9	2
Cn1c(=O)cc(SCC(=O)NCc2ccc(F)cc2)c2ccccc21	3	-3	1	-2	3	-4	2	3.0	1
COc1ccccc1C1CC(c2ccc(F)cc2)Nc2ncnn21 (stereo not drawn)	4	-2	-1	-2	-2	0	4	-0.1	3
Cc1cc(C)n(-c2nnc(C)n2/N=C/c2ccccc2F)n1	3	1	0	2	-12	-7	-8	-1.8	-2
O=C(c1ccc(F)cc1)c1cc2ccccc2o1	5	-1	-1	2	-2	-1	2	-2.6	-2

Three compounds from above, arranged by SMILES length, lowest first:
SMILES	Bcl-xL primary	PAD4 inh	TPT1 inhibitor	Fam108B counter	PME-1 inh	GLD-1 TGE inh	GSTO1 inh	MEX-5 binding	MCL1 BIM primary
O=C(c1ccc(F)cc1)c1cc2ccccc2o1	5	-1	-1	2	-2	-1	2	-2.6	-2
COC(=O)c1cccc(NC(=O)Nc2ccc(Cl)c(Cl)c2)c1	-1	-10	-3	-88	-170	5	-66	0.1	0
Cc1c(CC(=O)NCC(=O)N[C@H](Cc2ccccc2)C(=O)O)c(=O)oc2cc(O)ccc12	6	3	-1	-2	-6	-3	-7	0.4	3

Part of the list above, reduced to PAD4 inh:
Structure,PAD4 inh
COC(=O)c1cccc(NC(=O)Nc2ccc(Cl)c(Cl)c2)c1,-10
CCc1cc2c(NCC3CCCO3)ncnc2s1 (stereo not drawn),-2
